# Screens as filed in PubChem.
# GAA glycogen: GAA glycogen-cleavage inhibition or activation. recombinant GAA, glycogen substrate, Amplex Red glucose oxidase fluorescence. 300,000 compounds, 0.38% hits. Potency, µM (highest dose often 76.4 µM), for inactives: at the highest dose activity change, negative = inhibition, actives largely listed as inhibitors. P10253; active = well fitted inhibition curve with a large enough effect; inconclusive = small, poorly fitted or top-dose-only effect, or another doubt; inactive = no such curve, though single readings can be large or run the other way;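 note: 0% = full enzyme reaction and -100% = no-enzyme basal signal; the screen sought inhibitors and activators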
#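 qHTS, 1536-well; enzyme 4 nM final; cpd up to 77 uM; substrate bovine liver glycogen 30 ug; 50 mM citrate/phosphate pH 5.0, 0.01% Tween-20; 37 C, 40 min; Amplex Red detection 45 min RT; Hill fit → AC50.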
# Starred values were filed as active, the others as inactive; u = inconclusive; [ ] = dose if it differs, or a comment. Potency is the fitted concentration of half-maximal effect. Some of the compounds tested; the hit share may differ from the screen's.
SMILES,GAA glycogen
COCCCN1CC(=O)N2C(c3ccc(OC)c(OC)c3)c3[nH]c4ccccc4c3C[C@H]2C1=O (some centres not stated),-0.2%
COc1ccc(OC)c(S(=O)(=O)N2CCCC(C(=O)NCCc3ccccc3)C2)c1 (configuration not stated),-2.0%[76.3 µM]
OC(CNc1nc(C(F)(F)F)nc2ccccc12)c1ccccc1 (configuration not stated),-24.9%
COc1ccc(NC(=O)NC(C)c2c(-n3cccc3)sc3c2CCN(C)C3)c(OC)c1 (configuration not stated),16.1%[76.3 µM]
Cc1ccccc1-n1nc2c(c1NC(=O)C(C)C)CS(=O)(=O)C2,5.8%
CCN1CCN(c2ccc(S(=O)(=O)N3CCCCC3)cc2NC(=O)Cc2c(F)cccc2Cl)CC1,-8.5%[76.3 µM]
COc1cc(C(=O)NC(=S)Nc2nc(-c3ccc(F)cc3)cs2)cc(OC)c1OC,-8.6%[76.3 µM]
CCOc1ccc(S(=O)(=O)N2CCC(c3ccccc3)CC2)cc1C(=O)O,-0.2%
COc1ccc(C2C(C#N)=C(N)N(N(C)C)C3=C2C(=O)CCC3)cc1 (configuration not stated),-19.5%
Cc1ccccc1OCC(=O)Nc1ccc(S(=O)(=O)Nc2onc(C)c2C)cc1,-11.0%
CC(=O)c1ccc(S(=O)(=O)NCc2cccnc2)cc1,1.5%
Cc1ccnc(NC(=O)Cn2c(=O)oc3cc(S(=O)(=O)N4CCCC4)ccc32)c1,-24.7%[76.3 µM]
CC(C)NC(=O)c1c(O)c2cccc3c2n(c1=O)CCC3,10.8%[76.3 µM]
CC(C)c1ccccc1NCC(=O)N1CCN(Cc2ccccc2)CC1,-14.0%
COc1ccc(S(=O)(=O)N(C)c2ccc(C(=O)NCc3ccco3)cc2)cc1,-3.5%[76.3 µM]
Cc1ccnc(OC(C(=O)O)C(OCCc2ccccc2)(c2ccccc2)c2ccccc2)n1 (configuration not stated),-2.0%[76.3 µM]
Fc1ccc(/C=N/N2CCCCC2)c(F)c1,6.9%
O=C(CCC(=O)Nc1nnc(C2CCCCC2)s1)NCc1ccc(F)cc1,-8.3%[76.3 µM]
O=C(Nc1ccccc1)c1cc(S(=O)(=O)NCc2ccncc2)ccc1Cl,-1.7%[76.3 µM]
O=C(Nc1cc(Cl)ccc1-n1cncn1)c1ccc([N+](=O)[O-])s1,-12.7%[76.3 µM]
Cc1c(C)n(-c2ccccc2)c2ncnc(NCCCN(C)C)c12,-1.9%
COc1cc2c(cc1OC)CN(C(=O)CN1CCN(S(=O)(=O)c3ccccc3Br)CC1)CC2,8.6%[76.3 µM]
COc1ccccc1CCN1CCCC(CN(C)C(=O)c2ccc3nc[nH]c3c2)C1 (configuration not stated),-1.3%[76.3 µM]
CCC(C(=O)NC1CCCCC1)N(C(=O)c1snc(C(N)=O)c1N)c1ccc(OC)cc1OC (configuration not stated),-1.6%
COc1ccc(C(C(=O)NCC2CCCO2)N(C(=O)Cn2nnc3ccccc32)c2ccc(NC(C)=O)cc2)c(OC)c1 (configuration not stated),1.7%
Cc1ccc(C(=O)C2=C(O)C(=O)N(Cc3cccnc3)C2c2ccc(N(C)C)cc2)o1 (configuration not stated),u
COc1cc2c(cc1OC)C(c1ccccc1Br)NC(=O)C2 (configuration not stated),5.6%[76.3 µM]
COc1ccc2c(Sc3ccccc3)c(C(=O)NCc3cccc(OC)c3OC)[nH]c2c1,2.8%[76.3 µM]
CCOc1cccc(NC(=O)/C(C#N)=C\c2cn(CC(=O)O)c3ccccc23)c1,-4.9%[76.3 µM]
CCC(C)NC(=O)C1CCC(CNS(=O)(=O)c2ccccc2)CC1 (configuration not stated),5.1%
O=C(O)CCC(=O)N1CCN(S(=O)(=O)c2ccc3ccccc3c2)CC1,-1.8%
CCOC(=O)C1=C(C)N=c2s/c(=C\c3ccc(OCC(=O)O)c(OC)c3)c(=O)n2C1c1ccc(OC)cc1 (configuration not stated),0.6%
CCNC(=O)N(CCOC)CC1CCCN(C2Cc3ccccc3C2)C1 (configuration not stated),10.0%[76.3 µM]
CCOC(=O)Cc1ccc(NC(=O)N(Cc2ccc(OC)cc2)C2CCN(C(C)=O)CC2)cc1,12.7%[76.3 µM]
COc1cc(CN2CCCC(C(=O)c3ccc(C(C)(C)C)cc3)C2)cc(OC)c1O (configuration not stated),12.5%[76.3 µM]
CCCCc1ccc(NC(=O)Cn2cnc3c(oc4ccccc43)c2=O)cc1,-17.3%[76.3 µM]
CC1CN(C(=O)N2CCC(C(=O)NCc3cccs3)CC2)c2cc(Cl)ccc2O1 (configuration not stated),-4.1%[76.3 µM]
CCCn1c(=O)c2sccc2n2c(CCCC(=O)Nc3ccc(Oc4ccccc4)cc3)nnc12,-14.5%[76.3 µM]
O=C(c1cc(Cl)nc2ccccc12)N1CCN(S(=O)(=O)c2ccccc2[N+](=O)[O-])CC1,-11.9%[76.3 µM]
COc1cccc(/C=C2\SC(=S)N(CCCC(=O)Nc3ccc(C(=O)O)cc3)C2=O)c1,-3.0%[76.3 µM]

# Reprinted at random: 2 compounds from above.
SMILES,GAA glycogen
CCNC(=O)N(CCOC)CC1CCCN(C2Cc3ccccc3C2)C1 (configuration not stated),10.0%[76.3 µM]
COc1cccc(/C=C2\SC(=S)N(CCCC(=O)Nc3ccc(C(=O)O)cc3)C2=O)c1,-3.0%[76.3 µM]

# (more compounds)
SMILES,GAA glycogen
O=C1CCCN1c1ccc(S(=O)(=O)NCc2ccc(F)cc2)cc1,-6.0%[76.3 µM]
CC(CC(=O)N1CCN(c2ccccc2)CC1)S(=O)(=O)c1ccc2c(c1)NC(=O)CS2 (configuration not stated),-1.1%[76.3 µM]
CN(C)/C(=N\S(=O)(=O)c1ccccc1)c1ccccc1,4.8%[76.3 µM]
CC(=O)Oc1ccc(C(=O)NCc2ccc3c(c2)OCO3)cc1,2.4%[76.3 µM]
CC1=C(C(N)=O)C(c2ccc(Cl)cc2)n2nc(CCCO)nc2N1 (configuration not stated),-4.3%
COc1ccc(S(=O)(=O)N2CCC(C(=O)NC3CCCCC3C)CC2)cc1 (configuration not stated),1.4%
O=C(CN(CC1CCCO1)C(=O)CNS(=O)(=O)c1ccccc1)NCc1ccc(F)cc1 (configuration not stated),10.6%[76.3 µM]
CCOc1cc(Br)cc(/C=C2\SC(=Nc3ccccc3)NC2=O)c1O,-9.0%[76.3 µM]
CCn1c(CN2CCCCC2)nc2cc(NC(=O)COc3ccc(C(C)(C)C)cc3)ccc21,-11.1%[76.3 µM]
COC(=O)c1cc(C)nc2c1C(=O)C(=O)C=C2N1CCOCC1,0.0%[76.3 µM]

# Reformatted with bars between the fields: 4 of the compounds above.
SMILES | GAA glycogen
O=C(CN(CC1CCCO1)C(=O)CNS(=O)(=O)c1ccccc1)NCc1ccc(F)cc1 (configuration not stated) | 10.6%[76.3 µM]
CCOc1cc(Br)cc(/C=C2\SC(=Nc3ccccc3)NC2=O)c1O | -9.0%[76.3 µM]
CCn1c(CN2CCCCC2)nc2cc(NC(=O)COc3ccc(C(C)(C)C)cc3)ccc21 | -11.1%[76.3 µM]
COC(=O)c1cc(C)nc2c1C(=O)C(=O)C=C2N1CCOCC1 | 0.0%[76.3 µM]

# (cont.)
SMILES,GAA glycogen
Nc1nc(NCc2ccccc2)n(-c2ccccc2)n1,4.0%
O=C1COc2ccc(S(=O)(=O)N3CCCC3)cc2N1,7.2%
C[C@H](NC(=O)c1nc[nH]c1C(=O)NCC(=O)OCc1ccccc1)C(=O)OC(C)(C)C,-19.9%[76.3 µM]
Cc1cc(C)c(C(=O)C(C)OC(=O)c2ccc(Cl)nc2)cc1C (configuration not stated),0.2%[76.3 µM]
CN1C(=O)[C@H]2[C@@H](C3CC3)N3C(=O)CN(CCO)C(=O)[C@@]3(Cc3ccccc3)[C@H]2C1=O,-7.0%[76.3 µM]
COc1ccc(N2CCN(C(=O)CCc3nnc4ccc(N5CCCC5)nn34)CC2)cc1,3.7%[76.3 µM]
O=C1CN(C(=O)Nc2ccccc2C(F)(F)F)C(c2ccccc2)c2c(sc3c2CCCC3)N1 (configuration not stated),2.6%[76.3 µM]
CC1(C)C2CCC1(CS(=O)(=O)NCc1ccc(C(F)(F)F)cc1)C(=O)C2 (configuration not stated),-1.7%
CCc1nnc(NC(=O)CN2CCN(Cc3cccc(Cl)c3)CC2)s1,-2.0%[76.3 µM]
CCc1cccc(C)c1NC(=O)C1CCCN1C(=O)NCc1ccccc1 (configuration not stated),3.0%
CC1CCN(C(=O)COc2ccc(S(=O)(=O)N3CCCC3)cc2)CC1,11.9%
COc1ccc(NC(=O)NNC(=O)c2cc3occc3n2C)c(OC)c1,u
CCCCNC(=O)C1Cc2cc(S(=O)(=O)N3CCCC3)ccc2N1C(C)=O (configuration not stated),-10.3%[76.3 µM]
O=C(COc1ccc2ccccc2c1)Nc1ccccc1C(=O)O,-0.8%[76.3 µM]
Cc1cc(C)c(S(=O)(=O)NCc2ccccn2)cc1C,4.2%[76.3 µM]
COc1ccc(CCn2c(=N)c(S(=O)(=O)c3ccccc3)cc3c(=O)n4ccccc4nc32)cc1,0.4%[76.3 µM]
CC(=O)NCCc1nc2cc(NC(=O)COc3cccc(C)c3)ccc2n1C,-9.1%
OC(CN1CCNCC1)Cn1c2ccccc2c2ccccc21 (configuration not stated),3.5%
CCc1ccc(CNC(=O)C2CCN(S(=O)(=O)N3CC(C)CC(C)C3)CC2)cc1 (configuration not stated),0.8%[76.3 µM]
COc1ccc(OC)c(S(=O)(=O)n2c([N+](=O)[O-])cnc2C)c1,0.5%[76.3 µM]
O=C1c2ccccc2C(=O)N1CC(O)COc1ccc(Br)cc1 (configuration not stated),-0.6%[76.3 µM]
CCOc1ccc(CCNC(=O)Cn2c(-c3cccs3)cc3ccccc32)cc1OCC,2.2%[76.3 µM]
O=C(CN1C(=O)CSc2ccc(S(=O)(=O)N3CCCC3)cc21)Nc1cccc(Cl)c1,11.8%[76.3 µM]
O=C(Cn1nnc(-c2ccc([N+](=O)[O-])cc2)n1)NNC(=O)c1ccccc1,1.0%
Cc1ccc(-c2noc(-c3cccnc3NCc3ccc(Cl)cc3)n2)cc1,12.3%[76.3 µM]
COC(=O)c1ccc(NC(=O)CS(=O)(=O)c2ccccc2)cc1,-0.5%[76.3 µM]
O=C(CN1CCN(S(=O)(=O)c2ccc(F)cc2)CC1)Nc1ccc(F)cc1F,-14.7%[76.3 µM]
CC(NC(=O)c1cc(F)c(F)c(F)c1F)c1ccc(-n2ccnc2)cc1 (configuration not stated),-7.0%[76.3 µM]
Cc1c(C(=O)NCc2ccccc2Cl)sc2nc3n(c(=O)c12)CCC3,15.7%[76.3 µM]
COc1ccc(/C=N\NC(=O)c2ccccc2)cc1COc1ccc(F)cc1,-14.6%[76.3 µM]
CSCC[C@H](N)C(=O)N1CCC(C(=O)N[C@@H](C)C(=O)NCc2ccc(F)cc2)CC1,19.7%[76.3 µM]
Cc1ccc(NC(=O)CN(C)C(=O)c2cccc(Br)c2)cc1,-4.0%
CN(Cc1ccco1)S(=O)(=O)c1cc(F)ccc1CN1C(=O)c2cccnc2C1=O,4.5%[76.3 µM]
CN(Cc1ccc(C(F)(F)F)cc1)C(=O)c1ccc(Oc2ccccc2)cc1,-12.4%
CC(=O)c1ccc(N(C(=O)CNC(=O)c2ccco2)C(C(=O)NC2CCCC2)c2ccncc2)cc1 (configuration not stated),3.0%
COc1ccccc1N=NC1C(=O)N(C(N)=S)N=C1C (configuration not stated),14.9%[76.3 µM]
COc1cccc(NC(=O)c2cncs2)c1,2.1%
COc1ccc(CCNC(=O)C(=O)NCC2OCCN2S(=O)(=O)c2ccc(F)cc2)cc1OC (configuration not stated),-8.9%[76.3 µM]
CCCN(CC(=O)Nc1ccccc1C)C(=O)COc1ccc2c(c1)CCC2,0.8%[76.3 µM]
COc1cc2ncnc(Nc3ccc4c(c3)OCO4)c2cc1OC,4.4%

# Among those listed so far, 3 contain a tert-butyl group:
SMILES,GAA glycogen
COc1cc(CN2CCCC(C(=O)c3ccc(C(C)(C)C)cc3)C2)cc(OC)c1O (configuration not stated),12.5%[76.3 µM]
CCn1c(CN2CCCCC2)nc2cc(NC(=O)COc3ccc(C(C)(C)C)cc3)ccc21,-11.1%[76.3 µM]
C[C@H](NC(=O)c1nc[nH]c1C(=O)NCC(=O)OCc1ccccc1)C(=O)OC(C)(C)C,-19.9%[76.3 µM]

# Additional structures.
SMILES,GAA glycogen
CN1CCN(c2nc3c(c(=O)n(C)c(=O)n3C)n2Cc2cccc(Br)c2)CC1,2.0%[76.3 µM]
Oc1ccccc1N1CCN(CC(O)COC2CCCc3ccccc32)CC1 (configuration not stated),u
Cc1ccccc1NC(=O)CCS(=O)(=O)c1ccc(Br)s1,4.1%
COC(=O)c1cc2ccccc2n1S(=O)(=O)c1ccccc1,-2.4%
COc1cccc(C(C(=O)NC2CCCC2)N(CCC(C)C)C(=O)CCC(=O)Nc2cc(C)on2)c1 (configuration not stated),-9.8%
COc1ccc(C2NC(=O)NC(C)=C2C(=O)OC2CCCCC2)cc1OC (configuration not stated),-8.7%
CCc1cc(=O)oc2cc(OCC(=O)NCC3CCC(C(=O)O)CC3)ccc12 (configuration not stated),-3.2%[76.3 µM]
COc1ccc(Br)cc1/C=N/n1c(COc2ccccc2)n[nH]c1=S,-1.0%
Cc1cccc(C)c1OCCN1CCOCC1,1.9%[76.3 µM]
O=C(CNC(=O)c1ccc(Br)cc1)NCc1cccnc1,-14.6%
CC1(C)Cc2c(cnn2-c2ccc(F)cc2)C(NC(=O)CCn2cncn2)C1 (configuration not stated),-5.7%[76.3 µM]
